MT stabilize HCS: microtubule stabilization, imaging screen. % tubulin-high responders, % at 10 µM. HeLa tubulin immunostaining HCS, 24 h; share of cells brighter than vehicle mean+2SD. AID 2205. 0.83% of 200,000 active;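 active = plate Z-score above 3 for both tubulin-high and condensed-nucleus cell shares, with cell loss under 80%, at 10 µM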;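 also: anti alpha tubulin signal scored within the nucleus-defined area of each cell; some results filed as inactive read as strong as hits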
P. falciparum M1AAP: malaria alanyl aminopeptidase activity blockers – biochemical, fluorogenic H-Leu-NHMec substrate, 1536-well (AID 1445). recombinant M1AAP, H-Leu-NHMec fluorogenic kinetic assay; higher % means a stronger effect. inhibition, % at 30 µM, or IC50 in µM where a hit was titrated. 0.42% of 220,000 active;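 active = primary inhibition above the hit cutoff, then over 50% inhibition at one or more dose response concentrations, cut at about 23% in these data, passing the limit was not always enough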;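 also: plate controls were DMSO full reaction for no effect and no enzyme background for full effect; strong numbers were not always called active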
K1F lysis inhibition: protection from phage-mediated lysis, alamar blue read-out – E. coli UTI89, K1F phage, bacterial capsule biogenesis inhibitors (AID 488966). 0.02% of 340,000 active. one-dose inhibition, % at 100 µM; IC50 in µM for titrated hits. E. coli UTI89 K1F phage lysis, alamar blue, 2 h; higher % means a stronger effect;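 active = phage lysis inhibition, versus mean bacterial control, above a set limit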;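 also: capsule biogenesis inhibitors block K1F phage lysis so surviving cells raise fluorescence; higher fluorescence means more inhibition of phage lysis; actives were called in the ten point dose series up to 300 µM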
b-catenin transl: alters nuclear translocation of beta-catenin in HeLa cells; immunofluorescence imaging; nuclear translocation activity, % at 5 µM; 0.3% of 190,000 active; AID 1665;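 active = nuclear translocation activity above 50% at 5 µM, with a well cell count of 50 or more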;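 also: per-cell ratio of nuclear to cytoplasmic median beta-catenin stain intensity; plate controls were DMSO negative control for no effect and GSK-3 inhibitor IX positive control for full effect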
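Test system: human HeLa cell line; Doses: 5 µM primary, 0.02–20 µM confirmation; Incubation: 24 h compound exposure, 37°C; Detection: beta-catenin immunofluorescence imaging with DAPI; Read-out: beta-catenin nuclear/cytoplasmic ratio, % activation.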
Insulin prom up: MIN6 insulin promoter up-regulation | 0.3% of 190,000 active | z-score at 5 µM | MIN6 insulin promoter-GFP reporter, high-content imaging; stronger effect = higher value;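 active = z-score above 3 at 5 µM with at least 500 cells counted in the well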
P. falciparum M17LAP: P. falciparum M17LAP inhibitors, primary screen, biochemical, fluorogenic H-Leu-NHMec substrate, 1536-well (AID 1619); recombinant M17LAP, H-Leu-NHMec fluorogenic kinetic assay; higher % means a stronger effect; inhibition, % at 30 µM; hits with a dose series show IC50 in µM; 0.38% of 220,000 active;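 active = compound inhibiting the enzyme by more than half at any dose during confirmatory dose-response retesting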;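 also: plate controls were full reaction with DMSO carrier for no effect and no enzyme background for full effect; strong numbers were not always called active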
Dynein transport: dynein cargo transport inhibition. 3617.4 mouse cells, GR-EGFP nuclear translocation imaging; test concentration mostly 20 µM; stimulated with dexamethasone, 1 µM; stronger effect = lower value. z-score, hits read low. 0.47% of 220,000 active;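 active = plate z-score of nuclear minus cytoplasmic receptor signal below a set negative limit, without overly bright fluorescence or cell loss, cut at about -3.5 in these data, passing the limit was not always enough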;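 also: z-score of nuclear minus cytoplasmic ring GR-EGFP intensity difference per well; some compounds called inactive have numbers as strong as hits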
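Buffer or medium: tet-free, stripped-serum medium; reagent: dexamethasone at 1.0 µM final, 30 min; incubation: 48 h induction, 1 h compound, 30 min dex at 37 °C; measured by: formaldehyde fixation, Hoechst nuclear stain, 10x automated fluorescence imaging; read-out: nuclear-to-cytoplasmic GR-EGFP distribution per well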
Autophagy HCS: modulators of autophagy | MEF GFP-LC3 puncta imaging; test concentration mostly 10 µM | calls only at 10 µM (by protocol) | 0.98% of 190,000 active;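 active = percentage of spot-positive cells more than 3 SD above its plate mean, without a fluorescence outlier flag or 80% toxicity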;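 also: spot-positive cell cutoff set from DMSO-treated cells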
ER stress rescue: protection against thapsigargin-triggered cell killing – 384-well, CSM14.1, ATP luminescence, primary screen (AID 1222); 190,000 tested, under 10 active; CSM14.1 thapsigargin-induced death rescue, ATP luminescence; higher % means a stronger effect; one-dose cellular ATP content (survival), % at 20 µM; EC50 in µM for titrated hits;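 active = EC50 below 50 µM in the dose-response confirmation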;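 also: death triggered by thapsigargin at about 15 µM added after 2 h compound pretreatment; cell ATP read after overnight thapsigargin exposure of roughly 18 to 22 hours; normalized against plate controls of thapsigargin alone and 5% DMSO vehicle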
Dynein transport cytoplasmic EGFP: further read-out of Dynein transport, marked with its call; z-score; measured here: cytoplasmic GR-EGFP intensity; stronger effect = higher value
Dynein transport nuclear GR-EGFP: recorded beside Dynein transport, whose call it bears; z-score; measured here: nuclear GR-EGFP intensity;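 lower value marks the stronger effect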
Dynein transport cell count: also measured in Dynein transport; calls as there; z-score; measured here: cell count per field
Insulin prom up cell count: second read-out of Insulin prom up, no call of its own (marks repeat the call); cell count; measured here: cytotoxicity, nuclei count;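 total cells summed across four imaged fields per well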
b-catenin transl cell count 5 µM: also measured in b-catenin transl; calls as there; cell count; measured here: cell count, cytotoxicity flag
MT stabilize HCS Hoechst-high %: second read-out of MT stabilize HCS, no call of its own (marks repeat the call); % Hoechst-high responders; measured here: nuclear condensation Hoechst responders;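 share of cells brighter than vehicle mean plus two SD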
MT stabilize HCS cytotoxicity %: second read-out of MT stabilize HCS, no call of its own (marks repeat the call); toxicity, %; measured here: cytotoxicity by cell density;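 0% = mean cell density of plate MIN control wells and 100% = no cells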
Autophagy HCS cell loss 18 h: further read-out of Autophagy HCS, marked with its call; toxicity, %; measured here: cell loss, nuclei count;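 cell loss after 18 h compound exposure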
* hit, by the source's call; i = inactive; . = no result given; [ ] = remark or other dose.

molecule	MT stabilize HCS Hoechst-high %	Insulin prom up cell count	b-catenin transl	Dynein transport cell count	P. falciparum M1AAP	MT stabilize HCS	MT stabilize HCS cytotoxicity %	Dynein transport	Dynein transport nuclear GR-EGFP	b-catenin transl cell count 5 µM	Autophagy HCS	K1F lysis inhibition	Autophagy HCS cell loss 18 h	Dynein transport cytoplasmic EGFP	ER stress rescue	P. falciparum M17LAP	Insulin prom up
CCn1c(CNC(=O)c2ccco2)nnc1SCC(=O)c1ccc(OC)cc1	2.0	1609	-0.7	0.445	-3.9%	2.1	6.9	0.439	0.476	979	i	-0.3%	-13.5	-0.293	-1.8%	20.8%	0.08
Cc1cccc(C(O)(C(=O)NNc2ccc3ccccc3n2)c2cccc(C)c2)c1	1.5	1530	-2.0	-0.546	-8.7%	5.6	1.4	1.26	1	978	i	3.9%	11.0	-0.224	-0.8%	0.2%	0.58
NC1=NC[C@H](c2ccccc2)N1CCc1cc(C(F)(F)F)cc(C(F)(F)F)c1	.	632	9.4	-2.63	-2.3%	.	.	1.68	1.02	774	.	-4.2%	.	0.261	.	-2.9%	1.41
CCc1c(C)c2ccc(O)c(CN(C)C)c2oc1=O	2.0	1251	-2.6	1.29	28.9µM*	3.2	6.8	-0.644	-0.433	1233	i	0.5%	-5.2	-0.208	-4.8%	i	-0.05
COC(=O)Cc1c(C)c2c(OCc3nn[nH]n3)cc(C)cc2oc1=O	2.1	1310	-2.6	0.245	14.4%	3.5	8.8	-0.601	-0.0577	1124	i	-0.2%	-7.9	-0.202	-2.8%	-70.0%	0.88
Cc1cc(C)n(CC(=O)c2ccccc2)c(=O)c1C#N	3.7	1364	1.2	0.62	18.5%	4.7	8.4	0.258	0.168	1376	i	1.8%	-1.7	-0.103	-0.7%	-4.2%	0.28
Cc1cccc(NC(=O)CSc2nnc(CSc3nc(C)cc(C)n3)o2)c1	3.2	1289	-0.6	-0.17	0.8%	3.8	7.3	-0.685	-0.0155	1116	i	3.6%	4.2	-0.22	0.7%	12.4%	0
CCOC(=O)N1CCN(Cc2nc3c(c(=O)n(C)c(=O)n3C)n2Cc2cccc3ccccc23)CC1	.	1111	-4.9	.	.	.	.	.	.	977	.	0.8%	.	.	1.8%	.	-0.86
C=CCn1cccc(C(=O)Nc2ccc(OC)cc2OC)c1=O	1.8	1279	-1.9	0.29	5.3%	1.1	5.6	-0.108	-0.367	1116	i	-0.4%	-18.4	-0.169	-0.7%	21.4%	-0.77
COc1ccc(C(=O)Oc2cccnc2)cc1OC	11.6	1421	.	1.24	1.9%	8.1	97.3	0.00321	0.155	.	i	1.5%	1.0	-0.257	-0.9%	19.4%	2.07
NC(=O)[C@@H]1CCCNc2c(I)cc([N+](=O)[O-])cc2C(=O)N[C@@H](CO)C(=O)NCC(=O)N1	2.4	1145	1.2	0.432	9.3%	2.7	7.7	0.135	0.359	564	i	.	16.1	-0.296	-5.8%	9.6%	0.47
O=C(N/N=C/c1ccc(OC(=O)c2cccs2)cc1)c1cccc(F)c1	1.5	1850	-0.4	-0.0304	4.7%	1.6	8.8	-0.191	-0.497	1062	i	3.6%	-1.3	-0.223	-1.1%	0.7%	0.06
Cn1c(Sc2nc3ccccc3n2C)nc2ccccc21	2.2	869	0.1	-0.622	-2.4%	3.7	5.9	0.021	0.325	1189	i	0.2%	-14.3	-0.131	-0.2%	-1.1%	2.67
CSc1nsc(SCC(=O)Nc2ccccn2)n1	2.3	1757	0.8	-0.897	2.4%	6.1	8.8	-0.0452	0.314	1100	i	1.8%	23.0	-0.176	1.8%	1.5%	0.47
CCOP(=O)(OCC)C(Nc1cccc(C)c1)c1ccc(F)cc1 (stereo unspecified)	1.6	1395	-0.5	-0.343	-1.4%	2.1	5.5	0.154	0.469	915	i	2.2%	-7.9	-0.241	-1.4%	-7.0%	0.35
Cc1ccc(OCCCC(=O)Nc2nncs2)cc1	3.3	1290	-6.6	0.928	7.0%	3.3	8.3	-0.29	-0.164	1044	i	0.1%	1.6	-0.0793	0.6%	15.8%	0.05
CCOC(=O)C1CCN(c2nc3ccccc3nc2C(C#N)C(=O)OCCOC)CC1 (stereo unspecified)	2.6	1270	1.5	0.903	3.6%	2.3	9.9	-0.375	-0.181	1404	i	1.3%	-0.4	-0.0856	-0.9%	-6.8%	0.01
CCOc1ccccc1NC(=O)c1ccc(F)c(S(=O)(=O)N2CCC3(CC2)OCCO3)c1	1.6	1360	-2.5	-0.159	-7.4%	3.0	1.4	0.0311	-0.0841	1366	i	-1.2%	8.2	-0.409	-2.2%	-5.7%	-0.29
COc1cc2[nH]c(=S)n(CCN3CCCCC3C)c(=O)c2cc1OC (stereo unspecified)	1.7	1408	.	-0.49	0.2%	3.1	11.7	1.51	1.38	.	i	-0.4%	15.5	-0.0633	-1.0%	1.6%	-0.89
COc1ccc(OC)c(C(=O)c2nc3c(n2O)CCCCC3)c1	0.2	1341	.	1.47	7.4%	1.7	17.5	-0.5	-0.139	.	i	-0.1%	0.8	-0.256	-1.4%	26.4%	0.07
COc1ccc(-c2nnc(CSc3nc4ccccc4c(=O)n3CC(C)C)o2)cc1OC	2.0	938	-4.2	0.0985	1.6%	2.8	11.0	-0.395	0.114	1141	i	-0.3%	16.7	-0.265	0.7%	2.6%	-0.91
Cc1sc2ncn(CC(=O)NCc3ccccc3)c(=O)c2c1C	.	1013	0.0	0.183	2.2%	.	.	-0.561	0.18	1333	.	-0.4%[50 µM]	.	-0.279	.	-4.7%	0.52
Cc1ccccc1Cn1cc(NC(=O)c2nn(C)cc2Cl)cn1	2.3	1387	3.6	-0.823	11.6%	3.6	8.5	1.02	0.303	458	i	2.1%[50 µM]	4.3	-0.192	-1.1%	-5.0%	0.57
Cc1sc2ncn(CC(=O)OCC(=O)NC(C)(C)C)c(=O)c2c1C	1.6	1249	-4.2	1.95	4.4%	1.5	6.5	-0.399	-0.138	887	i	-3.6%	6.2	-0.248	0.0%	-7.8%	0.39
Cc1ccc(N2C(=O)CSC2c2ccccn2)cc1Cl (stereo unspecified)	1.9	1389	-2.8	0.866	-3.0%	3.3	12.2	-0.882	-0.319	1397	i	-0.1%	-5.6	-0.159	-1.5%	8.9%	0.93
CSCCC(=O)Nc1ccc(C(C)=O)cc1	3.2	1223	-3.3	0.0865	-3.8%	3.1	7.7	0.163	0.273	1073	i	2.7%	-0.4	-0.222	0.5%	6.0%	0.02
O=S(=O)(Nc1ccc(-c2nc3cccnc3s2)cc1)c1cc(F)ccc1F	.	1075	1.4	-0.616	10.2%	.	.	1.62	0.749	1412	.	1.3%	.	-0.155	.	-86.8%	0.01
COc1ccc(-n2c(C)nc(=O)c(-c3ccccc3)c2C)cc1	2.2	1161	-2.2	0.197	-8.8%	3.9	3.3	-0.406	-0.835	1151	i	7.5%	-12.0	-0.204	-2.1%	-1.6%	0.05
N#Cc1c(NC(=O)c2ccc(Cn3cc(Br)cn3)o2)sc2c1CCCCC2	1.2	1482	-3.3	-0.0197	7.1%	2.3	2.6	-0.742	-0.987	1404	i	-0.1%	-1.9	-0.156	-0.7%	1.5%	-1.18
FC(F)Oc1ccccc1/C=N/n1cnc2ccccc21	2.3	1213	3.6	0.803	0.2%	2.4	3.0	0.0139	-0.308	899	i	0.6%	-1.6	-0.259	0.3%	5.2%	-0.24
O=C(Cn1nc(C(F)(F)F)c2c1CCC2)NC1CCCCC1	0.8	1271	-5.2	0.52	1.8%	1.1	4.3	-0.368	-0.281	1032	i	0.2%	-6.2	-0.206	-3.3%	0.7%	0.81
CN1CCN(C(=O)c2ccc(COc3ccc(Cl)cc3Cl)cc2)CC1	2.1	1221	.	-3.3	9.1%	3.1	1.4	0.921	0.412	.	i	0.5%	6.7	0.133	.	3.4%	-0.04
CC(=O)c1ccc(NC(=O)CSc2nc(C)cc(C)c2C(N)=O)cc1	2.0	1349	0.2	1.64	2.2%	3.2	3.5	-0.752	-0.849	1519	i	-2.0%	-5.3	-0.364	-0.9%	-3.1%	-0.03
CC1(C)Cc2nc3sc4c(=O)n(CC(=O)NCc5ccccc5)cnc4c3cc2CO1	21.3*	.	.	-0.336	3.7%	34.3*	18.8*	-0.043	-0.157	.	i	-0.1%	-30.3	-0.205	-1.2%	-1.4%	.
O=c1/c(=C/c2ccc(O)cc2)sc2nc3cc(Br)cnc3n12	2.4	1642	0.7	-0.0825	11.0%	3.4	3.1	-0.284	-0.354	995	i	.	-0.9	-0.153	1.0%	-1.1%	0.18
COc1ccc(C)cc1NS(=O)(=O)c1ccc(Br)s1	3.6	998	-2.2	0.558	14.0%	6.1	1.5	-1.04	-0.278	1246	i	0.1%	4.2	-0.339	-1.1%	1.7%	-0.49
O=C(COC(=O)c1cncc(Br)c1)NC1CCCC1	3.3	1203	1.3	-1.34	2.5%	1.8	5.6	0.733	0.658	1143	i	0.1%	-3.0	-0.155	-0.6%	-7.0%	0.06
COc1cccc(NC(=O)Nc2cccnc2)c1	1.0	1453	3.3	-1.5	-0.5%	1.1	0.8	1.64	1.06	1063	i	-0.6%	29.5	-0.203	-2.2%	-0.6%	0.18
Cc1ccc(-c2cc(C(=O)NN)n[nH]2)o1	.	1297	-3.2	-0.311	9.2%	.	.	-0.232	-0.141	1214	.	.	.	-0.207	.	8.8%	-0.23

Screening data (PubChem BioAssay)
